Assay outcomes (PubChem BioAssay)
CCR6 antag: CCR6 receptor antagonists, primary screen, cell-based, CHO-K1, luminescence, beta-arrestin, uHTS. inhibition, % at 20 µM. AID 493098, 2011. 340,000 tested, 0.49% active. CHO-K1 CCR6 PathHunter beta-arrestin, CCL20-stimulated;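 active = compounds whose inhibition of the agonist-driven luminescence signal at 20 µM reaches about 50%, limit read from the data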;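 also: cells stimulated with CCL20 at 14 nM final; plate controls were DMSO with CCL20 for no effect and DMSO without agonist for full effect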
Target sequence (P51684 whole entry, looked up): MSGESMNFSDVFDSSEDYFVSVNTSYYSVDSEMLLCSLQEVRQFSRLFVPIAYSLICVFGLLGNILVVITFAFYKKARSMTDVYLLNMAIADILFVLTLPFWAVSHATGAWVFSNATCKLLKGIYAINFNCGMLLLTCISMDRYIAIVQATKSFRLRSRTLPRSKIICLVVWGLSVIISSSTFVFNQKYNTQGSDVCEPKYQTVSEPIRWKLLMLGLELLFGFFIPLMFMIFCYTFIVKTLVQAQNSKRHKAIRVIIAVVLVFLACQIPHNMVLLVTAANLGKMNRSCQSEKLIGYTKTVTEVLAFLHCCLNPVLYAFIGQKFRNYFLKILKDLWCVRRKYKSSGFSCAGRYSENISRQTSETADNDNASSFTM
697 NFkB inh: inhibitors of PMA/ionomycin-induced NF-kB reporter, 697 cells, primary screen, B-cell NF-kB inhibitor project, cell-based, luminescence, uHTS; 330,000 tested, 0.33% active; inhibition, % at 4 µM; 697 B-cell NF-kB luciferase reporter, 16 h; AID 435022, 2010; in the data active = inhibition above about 35%
UBC13 polyUb: UBC13 polyubiquitin chain formation inhibitors, primary screen, biochemical, TR-FRET, uHTS. 330,000 tested, 0.47% active. inhibition, % at 20 µM. Ubiquitin-conjugating enzyme E2 N (Homo sapiens), P61088; in the data active = inhibition above about 45%, passing the limit was not always enough
Target sequence (P61088 whole entry, looked up): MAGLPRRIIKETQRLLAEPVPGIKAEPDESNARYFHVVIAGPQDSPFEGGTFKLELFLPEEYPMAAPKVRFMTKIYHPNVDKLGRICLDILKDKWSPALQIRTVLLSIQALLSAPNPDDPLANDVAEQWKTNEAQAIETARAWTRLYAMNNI
Gli-Sufu antag: Gli-Sufu pathway antagonists, primary screen, luciferase luminescence, Sufu-KO-LIGHT cells, uHTS; Sufu-KO-LIGHT fibroblasts, Gli luciferase reporter luminescence; inhibition, % at 5 µM; 340,000 tested, 0.74% active; AID 588413, 2011;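 active = inhibition above about 55%, limit read from the data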;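 also: 0% = DMSO-treated cells and 100% = wells with medium but no cells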
CXCR6 block: CXCR6 receptor inhibitors, primary screen, cell-based, beta-arrestin, luminescence, CHO-K1 PathHunter, 1536-well; inhibition, % at 20 µM; 360,000 tested, 0.36% active; AID 602244, 2012; in the data active = inhibition above about 34%, passing the limit was not always enough;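 also: antagonist mode with CXCL16 agonist at 10 nM final; 0% = 10 nM CXCL16 with DMSO and 100% = unstimulated wells without agonist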
EBI2 block: EBI2 receptor antagonists, beta-arrestin recruitment, primary screen, cell-based, luminescence, 7a,25-OHC stimulation, uHTS; G-protein coupled receptor 183 (Homo sapiens), P32249; 7a,25-OHC stimulated; inhibition, % at 5 µM; 360,000 tested, 0.81% active; AID 651636, 2012; in the data active = inhibition above about 38%;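 also: enzyme fragment complementation signal reports receptor beta-arrestin coupling in cells; 0% = agonist plus DMSO wells and 100% = wells without agonist; some results beyond the cut were filed as inactive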
Jurkat NFkB inh: inhibitors of induced NF-kB luciferase reporter, primary screen, TCR NF-kB activation inhibitor project, cell-based, luminescence, uHTS. Jurkat, PMA/ionomycin-induced NF-kB luciferase reporter. inhibition, % at 4 µM. 330,000 tested, 0.53% active; in the data active = inhibition above about 50%
APJ antag: antagonists of human apelin receptor APJ, primary screen, CHO-K1 cells, beta-arrestin complementation, luminescence | P35414 | inhibition, % at 20 µM | 330,000 tested, 0.32% active | AID 2521, 2010;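 active = inhibition above about 40% at 20 µM, limit read from the data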;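 also: cells challenged with 10 nM apelin-13 agonist together with compound; plate controls were apelin-13 plus DMSO wells for no effect and DMSO wells lacking apelin-13 for full effect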
Target sequence (P35414 whole entry, looked up): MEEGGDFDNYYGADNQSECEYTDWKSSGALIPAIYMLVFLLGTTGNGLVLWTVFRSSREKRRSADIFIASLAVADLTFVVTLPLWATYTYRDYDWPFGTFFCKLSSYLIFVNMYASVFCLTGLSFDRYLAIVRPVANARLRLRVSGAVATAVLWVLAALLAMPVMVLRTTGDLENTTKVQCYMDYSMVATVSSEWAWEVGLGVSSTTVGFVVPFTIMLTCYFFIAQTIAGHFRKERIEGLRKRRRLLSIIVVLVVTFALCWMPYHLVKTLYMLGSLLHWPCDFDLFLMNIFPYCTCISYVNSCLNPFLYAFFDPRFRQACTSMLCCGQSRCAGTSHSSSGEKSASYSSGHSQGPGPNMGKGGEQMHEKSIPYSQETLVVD
Active calls of the source: *; / = no result given.

Sample of the layout:
structure,CCR6 antag,697 NFkB inh,UBC13 polyUb,Gli-Sufu antag,CXCR6 block,EBI2 block,Jurkat NFkB inh,APJ antag
CSc1ccccc1C(=O)NC1CCCC1,-9,18,-3,3,-2,-5,-2,-8
Cc1cc(CN2CCCC(CO)(Cc3cccc(Cl)c3)C2)n[nH]1 (stereo not drawn),8,1,-9,4,-1,5,6,-6

The whole of this part, repeating the preview:
structure,CCR6 antag,697 NFkB inh,UBC13 polyUb,Gli-Sufu antag,CXCR6 block,EBI2 block,Jurkat NFkB inh,APJ antag
CSc1ccccc1C(=O)NC1CCCC1,-9,18,-3,3,-2,-5,-2,-8
Cc1cc(CN2CCCC(CO)(Cc3cccc(Cl)c3)C2)n[nH]1 (stereo not drawn),8,1,-9,4,-1,5,6,-6
Cc1ccccc1NS(=O)(=O)c1ccc2c(c1)oc(=O)n2C,7,6,-5,0,1,1,-15,8
CCOC(=O)C1(Cc2ccccc2)CCN(Cc2cccn2-c2nccs2)CC1,16,-8,3,36,-2,3,15,3
O=C(c1ccccc1)N(C1=NCCCCS1)c1ccccc1,22,16,16,-7,8,2,2,16
CCC(Cc1ccccc1)NC(=O)/C=C/c1ccco1 (stereo not drawn),17,-17,-2,12,-14,3,9,15
CC(C)[C@H](NC(=O)[C@H]1N2C(=O)c3ccccc3C2SC1(C)C)C(=O)NCc1ccco1 (stereo partly drawn),21,9,-8,-2,0,9,-2,20
Cc1cc(NC(=O)CSc2nccn2C)n(-c2ccccc2)n1,0,4,0,3,-2,-13,2,0
CC(C)COc1ccc(C(=O)OCCN2CCOCC2)cc1,1,/,/,-5,-8,-7,/,/
Cc1ccccc1C(=O)NCCNC(=O)c1ccccn1,8,11,4,-9,1,4,15,4
CC1(C)CCN2CCC(C)(C)c3c(O)ccc1c32,19,-22,-20,10,-5,8,25,-8
COc1ccc(-c2nn(-c3ccccc3)cc2/C=C/C(=O)OCC(=O)Nc2ccc(C#N)cc2)cc1,23,4,9,10,2,25,7,3
O=C1CC(c2ccc(S(=O)(=O)Nc3cc(C(F)(F)F)cc(C(F)(F)F)c3)cc2)CN1 (stereo not drawn),3,20,3,-2,-6,-2,-1,4
O=C(CNC(=O)c1ccc(-c2ccccc2)cc1)Nc1ccc(S(=O)(=O)Nc2ncccn2)cc1,10,9,12,-9,-6,-2,3,-6
C=CCNC(=O)Nc1ccc(F)c(Cl)c1,-14,17,6,-12,-4,-3,11,4
O=C(NCCN1CCCC1)c1ccc(Br)cc1,5,-16,4,10,8,-3,6,-13
CC(=O)SC(C)CC(=O)NCc1ccccc1 (stereo not drawn),-1,-14,-4,4,1,5,4,2
Cc1[nH]cnc1CSCc1ccc(Cl)cc1,-5,8,3,20,-8,-14,-3,-3
Cc1nc2sc(C(c3ccc(Cl)cc3)N3CC(C)OC(C)C3)c(O)n2n1 (stereo not drawn),10,6,3,-6,-4,4,6,3
OCCN(Cc1ccccc1)Cc1ccccc1F,11,-10,-10,1,9,-16,-29,-19
Cc1ccc(C(OCCN(C)C)c2cccc(C(F)(F)F)c2)cc1 (stereo not drawn),-2,6,14,7,11,-3,12,22
O=C(NNC(=O)C1CC1)Nc1ccc(Cl)cc1,1,-6,-10,-12,-5,-1,2,-11
CCS(=O)(=O)N1CCC(C(=O)NCCCN2CCN(c3ccccc3F)CC2)CC1,-5,-15,-10,0,0,-8,22,18
Nc1c(C(=O)Nc2ccc3c(c2)OCCO3)nnn1Cc1cccc(Cl)c1,/,-68,4,-62,6,10,-31,2
CC(=O)Nc1ccc(-c2csc(NC(=O)c3ccc(C)o3)n2)cc1,12,-4,-12,-19,7,2,-23,-19
COc1ccccc1CC(=O)Nc1ncc(C)s1,10,3,3,-38,4,1,-1,8
NC(=S)N/N=C/c1cccc(/C=N/NC(N)=S)c1,-10,28,4,-4,8,7,7,-17
COc1ccc(Cl)cc1NC(=O)NC(C)c1ccncc1 (stereo not drawn),4,18,15,5,-12,3,-6,9
O=C(Nc1nc(-c2ccccc2)cs1)C1c2ccccc2Oc2ccccc21,13,8,-17,5,-4,7,14,-11
Cc1ccc2c(c1)NC(=O)C(N1CCOCC1)(C(F)(F)F)O2 (stereo not drawn),-5,5,0,4,-3,5,13,11
Cc1cccc(/C(N)=N/OC(=O)COc2ccccc2Cl)c1,-11,/,/,-41,-7,-6,/,/
O=C(/C=C/Nc1ccc([N+](=O)[O-])cc1Br)c1cccc2ccccc12,0,-127,9,-80,2,19,-126,-34
O=C(CSc1nnc(COc2ccc(Cl)cc2)o1)N1c2ccccc2CCc2ccccc21,7,6,-8,-24,9,38,11,23
C=CCOc1ccc(Cl)cc1C(=O)O,-10,9,0,-5,5,-7,2,-4
CCc1noc2c1/C(=N\O)CC(c1ccccc1)C2 (stereo not drawn),-1,3,0,-13,-6,-1,14,15
Cc1ccccc1C(=O)c1cccn1CC(=O)O,14,13,-3,4,-3,-3,-9,17
CC12CCC(C(=O)N(NC(=O)c3ccccc3O)C1=O)C2(C)C (stereo not drawn),9,-4,3,-8,3,-2,-8,14
COc1cccc(-c2c(-c3cc(OC)cc(OC)c3)n(C)c3ccc(-c4ccc5cc[nH]c5c4)cc23)c1,9,13,8,-17,4,-3,-11,10
CCn1c(NCc2ccccc2Cl)nc2ccccc21,-6,-39,-8,6,-8,-3,-15,-27
O=C(CCS(=O)(=O)c1ccc(Cl)cc1)N1CCN(c2ccccc2F)CC1,7,5,3,6,1,-8,-5,10
Nc1nc(-n2cnnc2)nn1-c1ccccc1,-12,-9,-1,8,4,-6,-4,15
CCN1CCN(c2nc(-c3cccs3)nc3ccccc23)CC1,-3,8,2,17,1,-16,-5,12
C=C1CC2(OC1=O)c1ccccc1CCc1ccccc12,68*,/,/,2,45*,30,/,/
CCn1c(SCC(=O)Nc2nc(C)c(C)s2)nnc1-c1ccco1,34,0,-6,-14,16,2,-4,19
CC(=O)c1ccc(N2C(=NC(=O)COc3ccccc3)SC3CS(=O)(=O)CC32)cc1 (stereo not drawn),14,7,-2,-22,2,-9,1,27
CCOC(=O)N1CCN(C(=O)/C(=C\c2cccs2)NC(=O)c2cccs2)CC1,6,4,-4,4,4,5,11,7
CC(C)C(=O)N1CC(=O)Nc2ccc(F)cc2C1c1ccc(F)cc1 (stereo not drawn),0,-9,9,15,0,-13,-9,6
COc1ccc(OC)c(NC(=O)CCCNC(=O)c2ccc(Cl)cc2)c1,9,-2,-6,-1,4,-5,-8,-17
CC(=O)NC(CC(=O)NC1CCCCC1)c1ccccc1 (stereo not drawn),-2,2,5,-4,0,-5,3,0
CSc1ccccc1NC(=S)Nc1cccc(C(F)(F)F)c1,12,-32,-15,4,-2,-1,-5,-8
COc1cc2sc3cc(NCC[C@@H]4CCCN4C)ccc3c(=O)c2cc1OC,7,-18,45,-61,-8,-7,6,-1
Cc1noc(C(=O)Nc2cccnc2Cl)c1Cl,5,3,4,-7,4,-14,8,8
O=C1CCCc2oc3c(c21)CCCC3,14,13,2,-13,-17,5,-9,-10
CC(=O)Nc1cccc(NC(=O)CSc2ncc(C(=O)Nc3ccccc3)c(=O)n2C)c1,24,-8,82*,2,29,16,13,29
Cc1ccc(N(CC(=O)NCCSc2ccccn2)S(=O)(=O)c2ccc(F)cc2)cc1,14,10,5,13,4,28,18,2
CC(=O)Cn1c(CN2CC(C)CC(C)C2)nc2c1c(=O)n(C)c(=O)n2C (stereo not drawn),4,5,6,4,-2,0,1,17
Cc1cc(F)ccc1S(=O)(=O)Nc1ccc(O)c(Sc2ncn[nH]2)c1,-14,-6,0,19,-9,-12,-5,-25
CCN1CCN(C(=O)c2cc(COc3ccc4ncccc4c3)on2)CC1,-1,-34,28,30,-1,-9,26,1
NC(=O)c1nsc(C(=O)N(c2cccc(F)c2)C(C(=O)NC2CCCC2)c2ccco2)c1N (stereo not drawn),2,-7,53*,-1,3,-4,-16,-18
COc1ccc(C(=O)C2CCCN(C(=O)c3cnsn3)C2)c(C)c1 (stereo not drawn),16,-18,-13,-20,-2,10,2,-7

The results go on:
structure,CCR6 antag,697 NFkB inh,UBC13 polyUb,Gli-Sufu antag,CXCR6 block,EBI2 block,Jurkat NFkB inh,APJ antag
O=C(Nc1cccnc1)Nc1cc(Cl)cc(Cl)c1,-14,19,15,-5,-13,-8,4,-16
O=C(O)Cn1nnc(-c2ccc(OCc3ccccc3)cc2)n1,-6,/,/,-36,-14,-13,/,/
CS(=O)(=O)N(C(=O)NC(=O)NC1CCS(=O)(=O)C1)C1CCCCC1 (stereo not drawn),1,-9,-4,0,-4,-4,4,-19
CCN(CC)S(=O)(=O)c1ccc(OC)c(NC(=O)OCc2ccccc2)c1,12,12,2,29,-4,4,-7,-13
O=C(COC(=O)c1ccco1)NCc1ccc2c(c1)OCO2,1,6,18,-7,10,-13,-1,-7
COc1ccccc1CNC(=O)[C@H](CCSC)NC(=O)[C@@H]1Cc2ccccc2CN1,-2,-6,-10,-23,4,-1,9,-71
CCCCNC(=O)CC1SC(=NCC)N(CC)C1=O (stereo not drawn),-4,14,10,-1,2,-2,-7,2
NC(=O)c1ccsc1NC(=O)CSc1n[nH]c(N)n1,4,3,-15,5,-2,-11,1,7
Cc1c(C(=O)OCC(=O)NCCN2C(=O)CSC2=O)oc2c1ccc1ccccc12,2,6,6,-13,0,-2,-8,-6
CC(=O)Nc1nc(C(F)(F)F)cs1,-6,-13,-3,-1,2,-1,19,3
COc1ccc(C(=O)CC(=O)C(=O)Nc2ccc(C)c(Cl)c2)cc1,23,/,/,2,12,-2,/,/
CC(C)C(C)(C#N)NC(=O)CSc1nnc(-c2ccncc2)n1Cc1ccccc1 (stereo not drawn),34,-20,-6,95*,2,5,-2,0
N#Cc1c(NC(=S)NC(=O)c2ccccc2)sc2c1CCCC2,19,-37,3,-27,16,7,-39,16
Nc1ccccc1S(=O)(=O)C(F)F,0,10,-2,-1,3,0,11,9
CCC(C)c1ccccc1NC(=O)COC(=O)c1ccc(C)c(NC(=O)c2ccco2)c1 (stereo not drawn),-6,-2,-4,2,8,6,8,-11
CC(C)c1ccc(OCCCCN2CCCCC2)cc1,4,-11,3,-3,-3,1,1,18
CC(C)CN(C(=O)c1cccc(S(=O)(=O)N2CCCCC2)c1)C1CCS(=O)(=O)C1 (stereo not drawn),15,-38,-10,18,1,-11,-11,21
O=C(C1CCCO1)N1N=C(c2ccc(Br)cc2)CC1c1ccco1 (stereo not drawn),-12,-91,-14,-1,2,-5,26,0
CCOC(=O)c1cc2c(=O)n3ccccc3nc2n(C)c1=NC(=O)c1c(-c2c(F)cccc2Cl)noc1C,10,48*,13,3,4,4,-15,-22
O=C(Cc1cccs1)N1CCCC(c2nc3c(nnn3Cc3cccc(Cl)c3)c(=O)[nH]2)C1 (stereo not drawn),-7,10,25,2,-6,2,-2,5
COc1ccc(Cc2nnc(SCc3nc4ccccc4c(=O)[nH]3)n2C)cc1,-2,-5,-6,6,1,-7,6,5
CC(C)CNC(=O)c1ccc(C2SCC(=O)N2Cc2ccccc2)cc1 (stereo not drawn),10,-5,3,8,7,11,-20,1
COC(=O)NC1CSCC1OC(=O)CCN1C(=O)c2ccccc2C1=O (stereo not drawn),4,5,2,-1,2,-3,-5,9
COc1ccc(OC)c(NC(=O)c2cc(-c3ccc(C)cc3O)n[nH]2)c1,-1,-74,-13,-10,-4,6,-45,10
